# G9a block – G9a (human) methyltransferase inhibition; Q96KQ7; G9a H3K9 monomethylation, AlphaScreen, 2 h; Potency, µM (doses to about 102 µM), for the others: top-dose activity, negative = inhibition, hits mostly inhibitors; 8.8% of 350,000 active; note: potency is the fitted concentration of half-maximal effect; % is set by controls: 0 for no effect and ±100 for the full control effect; nearly all actives have a fitted effect of over 75% in size
# Target sequence (Q96KQ7 913-1193 limits assumed): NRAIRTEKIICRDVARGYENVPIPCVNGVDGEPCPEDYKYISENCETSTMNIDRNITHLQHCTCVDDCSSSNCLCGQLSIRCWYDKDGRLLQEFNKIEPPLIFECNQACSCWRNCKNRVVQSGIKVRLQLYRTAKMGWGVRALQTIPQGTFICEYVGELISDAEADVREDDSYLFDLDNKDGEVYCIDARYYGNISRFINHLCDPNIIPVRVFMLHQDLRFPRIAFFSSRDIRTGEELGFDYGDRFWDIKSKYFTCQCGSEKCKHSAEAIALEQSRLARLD
#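 Readings reflect AlphaScreen signal from monomethyl-H3K9 antibody detection. HMT at 20 nM; substrate b-H3K9 500 nM; cofactor SAM 20 uM; 2 h RT reaction; compounds tested as titrations in qHTS with 15 min preincubation.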
# BAZ2B inh – BAZ2B (human) inhibition; Q9UIF8; AlphaScreen BAZ2B-H3K14Ac peptide displacement; Potency, µM (series often up to 114 µM), for inactives: at the top dose activity change, negative = inhibition, usual class: inhibitors; 4.4% of 360,000 active; note: potency is the fitted concentration of half-maximal effect; % is set by controls: 0 for no effect and ±100 for the full control effect; nearly all actives have a fitted effect of over 60% in size
#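 Compounds, titrated to a top concentration of 110 uM, were incubated 30 min at room temperature with preformed BAZ2B/acetyl-K14 H3 peptide complex (50 nM each). Proximity signal was measured by AlphaScreen after 20 min with beads.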
# JMJD2A Tudor inh – JMJD2A Tudor domain (human) inhibition. AlphaScreen JMJD2A-Tudor / H3K4me3 peptide binding. Potency, µM (doses to about 114 µM), without a hit: at the top dose activity change, negative = inhibition, actives largely listed as inhibitors. 4.4% of 390,000 active. AID 504339; note: potency is the fitted concentration of half-maximal effect; % is set by controls: 0 for no effect and ±100 for the full control effect; nearly all actives have a fitted effect of over 50% in size
# Pol eta inh – blocks human DNA polymerase eta activity. Q9Y253. recombinant Pol eta, fluorescent DNA replication assay. Potency, µM (doses to about 114 µM), inactives show top-dose activity change, negative = inhibition, actives largely listed as inhibitors. 1.2% of 390,000 active. AID 588591; note: potency is the fitted concentration of half-maximal effect; % is set by controls: 0 for no effect and ±100 for the full control effect
#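 Pol eta at 10 nM preincubated with compounds 15 min at room temperature; reaction started with fluorescent substrate (50 nM final) and read kinetically at 0 and 10 min.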
# PGK inhibitor – blocks T. brucei phosphoglycerate kinase | PGK/GAPDH coupled, Kinase-Glo luminescence, 60 min | Potency, µM (top dose mostly 57.5 µM), for the others: at the highest dose activity change, negative = inhibition, actives largely listed as inhibitors | 0.043% of 380,000 active; note: potency is the fitted concentration of half-maximal effect; % is set by controls: 0 for no effect and ±100 for the full control effect; nearly all actives have a fitted effect of over 60% in size
#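 Recombinant glycosomal PGK reaction used 1,3-bisphosphoglycerate generated in-well by GAPDH (100nM final) in 100mM TEA pH 7.6, 5mM MgCl2, 0.01% Tween-20. After 60 minutes at room temperature, ATP was read by Kinase-Glo Plus luminescence end-point.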
# Pin1 inh – inhibitors of human Pin1; Q13526; Pin1 FP peptide displacement, HiFluor488, 10 min; Potency, µM (series often up to 115 µM), without a hit: at the top dose activity, negative = inhibition, actives largely listed as inhibitors; 0.009% of 390,000 active; active = well fitted inhibition curve with a large enough effect in the polarisation, with a control signal flat, not every such curve was filed as active; inconclusive = small, poorly fitted or top-dose-only effect, or effect the other way, or a change in a side signal; inactive = no such curve, though single readings can be large or run the other way; the % refers to the polarisation; note: potency is the fitted concentration of half-maximal effect; % is set by controls: 0 for no effect and ±100 for the full control effect
# Target sequence (Q13526 whole entry, looked up): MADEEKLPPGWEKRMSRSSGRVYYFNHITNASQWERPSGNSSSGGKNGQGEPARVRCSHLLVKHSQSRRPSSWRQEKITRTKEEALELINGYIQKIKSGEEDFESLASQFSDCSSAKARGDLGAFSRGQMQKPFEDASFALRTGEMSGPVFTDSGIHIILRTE
# GLS inhibitor – inhibitors of human glutaminase (GLS) | O94925 | GLS enzymatic activity, qHTS titration | Potency, µM (top dose mostly 45.5 µM), without a hit: at the top dose activity change, negative = inhibition, most hits filed as inhibitors | 0.21% of 410,000 active | AID 624170; note: potency is the fitted concentration of half-maximal effect; % is set by controls: 0 for no effect and ±100 for the full control effect
#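 Read-out is an Amplex red fluorescence increase coupled through glutamate oxidase and HRP, measured before and after 30 min room-temperature incubation. hKGA is in 45 mM KH2PO4 (pH 8.2) with 0.02% Tween-20; glutamine added as 1mM solution.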
# PI4K2A block – PI4K2A (human) kinase inhibition. purified PI4K2A, ADP-Glo luminescence, 1 h; hits give low values. activity change, negative = inhibition, % at 76.9 µM. 0.13% of 420,000 active. AID 1346378; in the data active = activity change below about -50%; inconclusive = mostly about -30% to -49%;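 note: -100% = wells without enzyme as full effect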
# Target sequence (Q9BTU6 whole entry, looked up): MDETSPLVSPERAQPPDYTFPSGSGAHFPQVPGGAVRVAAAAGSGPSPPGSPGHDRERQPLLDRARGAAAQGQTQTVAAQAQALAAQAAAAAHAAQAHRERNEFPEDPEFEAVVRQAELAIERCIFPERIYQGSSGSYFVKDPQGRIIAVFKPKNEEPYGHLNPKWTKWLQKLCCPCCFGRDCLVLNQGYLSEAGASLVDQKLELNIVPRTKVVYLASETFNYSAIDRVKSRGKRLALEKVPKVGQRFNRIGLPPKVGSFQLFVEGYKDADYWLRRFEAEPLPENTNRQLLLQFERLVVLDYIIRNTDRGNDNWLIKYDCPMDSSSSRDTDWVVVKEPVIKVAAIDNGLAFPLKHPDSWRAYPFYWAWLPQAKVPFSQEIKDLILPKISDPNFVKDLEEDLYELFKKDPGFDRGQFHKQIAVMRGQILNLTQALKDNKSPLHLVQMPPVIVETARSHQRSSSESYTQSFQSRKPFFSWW
#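 Compounds are screened against recombinant PI4K2A using PI as substrate and ATP, the latter dispensed at 300 microM. Reactions run one hour at ambient temperature before ADP-Glo detection; full inhibition defined by wells lacking enzyme.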
# HP1b chromo inh – blocks HP1-beta chromodomain binding to methylated histone tails. 0.56% of 390,000 active. AlphaScreen HP1-beta / biotin-H3K9me3 peptide binding. P83916. Potency, µM (titrated, usually from 114 µM), for inactives: at the highest dose activity change, negative = inhibition, hits mostly inhibitors; note: potency is the fitted concentration of half-maximal effect; nearly all actives have a fitted effect of over 70% in size; inactives centre near 23
#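 AlphaScreen: HP1-beta (50 nM) preformed 30 min with biotin-H3(1-18)K9me3 peptide (50 nM) in PBS pH 7.4, 0.01% Tween-20. Compound added for 30 min at RT, then streptavidin donor/nickel chelate acceptor beads (10 ug/mL) for 30 min.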
# The depositor's hits bear a star; i = inactive; ? = inconclusive; · = no result given; [ ] = dose if it differs, or a comment. Unless noted, calls come from the whole dose curve; as a rule, active = well fitted curve in the direction sought with a large enough effect; inconclusive = small, poorly fitted or top-dose-only effect, or another doubt; inactive = no such curve, though single readings can be large; an effect the other way counts as inactive or inconclusive. The list is partial. The share of hits here may be higher or lower than overall.
SMILES,G9a block,BAZ2B inh,JMJD2A Tudor inh,Pol eta inh,PGK inhibitor,Pin1 inh,GLS inhibitor,PI4K2A block,HP1b chromo inh
O=C(CCS(=O)(=O)c1ccc(Cl)cc1)Nc1ccccc1Br,16%,-1%,-6%,-13%,-6%,-7%,-14%,-3,-5%
C=CCOc1ccc(C2NC(=O)c3ccccc3O2)cc1 (stereo not given),-3%,8%,-14%,-26%,-9%,-5%,-8%,5,50%[activator]
O=C(O)c1cn(-c2ccccc2)nc1-c1cccnc1,3%,1%,-5%,-21%,1%,-2%,0%,9,34%
O=C(Nc1ccc(Cl)cc1)C(c1ccccc1)N1CCOCC1 (stereo not given),·,0%,-11%,-19%,·,-8%,-6%,1,32%[activator]
CCCc1cc(=O)[nH]c(SCC(=O)N2CCN(c3ccccc3OC)CC2)n1,3%[59 µM],-13%,-10%,·,·,0%,12%,2,46%[activator]
Cc1ccc(Cl)cc1NC(=O)C1CC(=O)Nc2ncnn21 (stereo not given),50µM*,-22%,-4%[11.4 µM],-19%,-2%,-1%,-6%,8,46%[activator]
Oc1csc(Cc2nc(-c3ccccc3F)cs2)n1,?,-3%,-22%,-11%,i,18%,3%,-11,43%[activator]
O=C(CSc1ccc(-c2cccnc2)nn1)c1ccc([N+](=O)[O-])cc1,22µM*,-16%,-30%,-1%,-7%,0%,9%,-6,-3%
Cc1c(C(=O)NCc2ccccc2)oc2c1C(=O)CCC2,4%[59 µM],7%,3%,-13%,-7%,-1%,-1%,1,22%
Cc1csc2nc(O)c(C(=O)NCCN3CCOCC3)c(=O)n12,-5%,4%,-10%,-8%,6%,2%,1%,-4,50%[activator]
CCc1ccc(NC(=O)CSc2nnc(CNC(=O)c3cccs3)o2)cc1,?,-3%,-10%,-6%,-2%,-5%,-5%,-1,25%
COC(=O)C1(C(=O)OC)Sc2ccccc2C1=O,-27%[12.7 µM],-28%,-6%,-9%,·,-7%,-11%,0,41%[activator]
Cc1occc1-c1nnc(SCC(=O)Nc2ccccc2)n1C,8%[12.7 µM],-26%,-6%,-3%,-4%,3%,0%,-5,20%
O=C(OCC(=O)c1ccc[nH]1)c1ccc(C(F)(F)F)cc1,·,·,-3%,?,4%,0%,51%[activator],-4,33%
Cc1ccc(NC(=O)COC(=O)C2(c3ccc(Cl)cc3)CCCC2)cc1,61%[activator][59 µM],11%,29%,-25%,i,6%,-13%,-1,105%[activator]
Cc1nc(-c2ccncc2)sc1C(=O)Nc1ccc(Br)cc1,7%,2%,-6%,-19%,11%,8%,-3%,2,20%
O=C(Nc1ccc(-c2cn3ccsc3n2)cc1)C1CCCC1,?,?,-17%,-13%,-12%,2%,6%,-2,2%
Cn1cccc1Cc1nnc(SCC(=O)NC2CCCCC2)n1CCc1ccccc1,45µM*,-39%,?,-11%,i,17%,-2%,0,25%
Cc1ccc(-n2c(C)cc(C(=O)CSc3nncs3)c2C)cc1,?,-65%,?,-1%,·,-1%,-1%,-4,-9%
COc1ccc(C(=O)Cc2ccc(OC)c(OC)c2)c(OC)c1,?,-3%,-5%,-14%,-1%,8%,-1%,-1,22%
CCC(C)NC(=O)CSc1nnc(-c2cc(-c3ccc(C)cc3)nc3ccccc23)n1N (stereo not given),-1%[59 µM],-1%,-2%,-10%,0%,-3%,6%,-2,32%
Cc1cccc(CN2CCN(Cc3ccc4nonc4c3)CC2CCO)n1 (stereo not given),?,-9%,-13%,2%,0%,6%,5%,0,40%[activator]
COc1ccc(N(CC(=O)NCc2ccccc2)C(=O)CCC(=O)Nc2cc(C)ccn2)c(OC)c1,35%[12.7 µM],-38%,-20%,-3%,-8%,-2%,-2%,-1,18%
COC(=O)/C=C1\S/C(=N/N=C/c2ccco2)NC1=O,-19%[59 µM],?,-18%,-22%,-9%,-2%,6%,-2,11%
CNC(=S)NCc1ccc2[nH]c3c(c2c1)CCCC3,40µM*,45µM*,-30%,-20%,-7%,0%,14%,-4,-1%
Cc1cc(C(=O)Cn2cnc3cc(F)ccc3c2=O)c(C)n1C1CC1,·,·,-16%,-16%,-7%,0%,-1%,8,31%
Cc1ccc(C(C(=O)NC2CCCCC2)N(Cc2cccnc2)C(=O)c2csnn2)cc1 (stereo not given),14%,-18%,-9%,-18%,-3%,-4%,-1%,-2,17%
C[C@@H]1CN([C@H](C)CO)C(=O)c2cc(Br)cnc2O[C@H]1CN(C)C(=O)CC1CC1,·,·,·,-16%,0%,·,0%,0,·
CN(C)C(=O)c1ccc(-c2cc(C(F)(F)F)n(C)n2)s1,11%,-13%,-2%,-10%,-10%,3%,1%,-2,19%
COc1ccc(Nc2ncc(C#N)c(N)n2)c(OC)c1,·,6%,?,-3%,-5%,-4%,-4%,-1,-3%
CCCNC(=O)c1ccc(N2CCC3(CC2)CC(c2cccc(Br)c2)=NO3)c(N)c1,22%[2.33 µM],-34%,-36%,?,-3%,3%,-7%,0,8%
CCN(CC)CCNC(=O)c1c(C)oc2ncn(C)c(=O)c12,2%[59 µM],10%[57.1 µM],4%,-3%,-1%,4%,4%,-1,39%
CC(C)(C)C(=O)Nc1ccc(C(=O)Nc2cccc(Oc3ccc(C(=O)O)c(C(=O)O)c3)c2)cc1,45µM*,-33%,-33%,?,-17%,?,9%,1,-2%
CCn1c(CSc2nc(C)cc(C)n2)nnc1SCC(=O)Nc1cccc2ccccc12,2%[12.7 µM],-3%,-16%,-7%,·,4%,3%,6,15%
COc1cc(OC)c(NC(=O)c2ccc(Br)o2)cc1Cl,-1%,3%,-12%,-9%,-8%,0%,1%,-2,12%
CC(C)NC(=O)CSc1ncccc1-c1nc2ccccc2[nH]1,?,-2%,-1%,-10%,-9%,2%,-9%,1,36%[activator]
Cc1ccc(C)c(NC(=O)NNC(=O)c2ccc3ccccc3c2O)c1,·,-27%,-17%,3%,i,2%,32%[activator],3,31%
CC(C)CCOc1ccc(Cn2c(=O)sc3ccccc32)cc1,78%[activator][59 µM],196%[activator],177%[activator],?,-2%,19%,-6%,0,199%[activator]
Cc1cc(C(=O)COc2cccnc2[N+](=O)[O-])c(C)n1Cc1cccs1,?,?,?,-22%,-6%,9%,6%,-5,-14%
COc1cccc(N2CCN(S(=O)(=O)c3ccc4c(c3)NC(=O)CS4)CC2)c1,?,-9%,-22%,-19%,-9%,1%,-11%,2,24%
Cc1ccc(NC(NC(=O)c2cccs2)C(Cl)(Cl)Cl)cc1 (stereo not given),3%,-9%,-15%,-13%,2%,?,16%,-13,17%
COc1cccc(CSc2nccn2C)c1,·,-9%,-10%,2%,0%,0%,0%,3,19%
CCC(C)Sc1nnc(CNS(=O)(=O)c2ccc(F)cc2)n1C (stereo not given),11%,-4%,-3%,-14%,i,-4%,-5%,-2,56%[activator]
Cc1cc(C2=NNC(=NC3CCCCC3)SC2)c(C)n1-c1c(C)n(C)n(-c2ccccc2)c1=O,-25%[59 µM],?,-36%,-9%,i,29%,-5%,1,0%
CCN(CC)S(=O)(=O)c1cccc(C(=O)Nc2ccccc2C(=O)N2CCOCC2)c1,?,8%,-9%,-7%,-1%,-4%,1%,-2,36%
Cc1ccc(NC2=NC(c3ccc(O)cc3)n3c(nc(C)cc3=O)N2)cc1 (stereo not given),-10%[59 µM],·,-10%,-6%,-2%,-3%,-14%,2,28%

# Some of these compounds in order of length of the SMILES, falling.
SMILES,G9a block,BAZ2B inh,JMJD2A Tudor inh,Pol eta inh,PGK inhibitor,Pin1 inh,GLS inhibitor,PI4K2A block,HP1b chromo inh
CC(C)(C)C(=O)Nc1ccc(C(=O)Nc2cccc(Oc3ccc(C(=O)O)c(C(=O)O)c3)c2)cc1,45µM*,-33%,-33%,?,-17%,?,9%,1,-2%
Cc1cc(C2=NNC(=NC3CCCCC3)SC2)c(C)n1-c1c(C)n(C)n(-c2ccccc2)c1=O,-25%[59 µM],?,-36%,-9%,i,29%,-5%,1,0%
CCN(CC)S(=O)(=O)c1cccc(C(=O)Nc2ccccc2C(=O)N2CCOCC2)c1,?,8%,-9%,-7%,-1%,-4%,1%,-2,36%
COc1cccc(N2CCN(S(=O)(=O)c3ccc4c(c3)NC(=O)CS4)CC2)c1,?,-9%,-22%,-19%,-9%,1%,-11%,2,24%
CCn1c(CSc2nc(C)cc(C)n2)nnc1SCC(=O)Nc1cccc2ccccc12,2%[12.7 µM],-3%,-16%,-7%,·,4%,3%,6,15%
Cc1cc(C(=O)COc2cccnc2[N+](=O)[O-])c(C)n1Cc1cccs1,?,?,?,-22%,-6%,9%,6%,-5,-14%
Cc1ccc(C)c(NC(=O)NNC(=O)c2ccc3ccccc3c2O)c1,·,-27%,-17%,3%,i,2%,32%[activator],3,31%
CCC(C)Sc1nnc(CNS(=O)(=O)c2ccc(F)cc2)n1C (stereo not given),11%,-4%,-3%,-14%,i,-4%,-5%,-2,56%[activator]
CCN(CC)CCNC(=O)c1c(C)oc2ncn(C)c(=O)c12,2%[59 µM],10%[57.1 µM],4%,-3%,-1%,4%,4%,-1,39%
CC(C)CCOc1ccc(Cn2c(=O)sc3ccccc32)cc1,78%[activator][59 µM],196%[activator],177%[activator],?,-2%,19%,-6%,0,199%[activator]
COc1cc(OC)c(NC(=O)c2ccc(Br)o2)cc1Cl,-1%,3%,-12%,-9%,-8%,0%,1%,-2,12%
COc1cccc(CSc2nccn2C)c1,·,-9%,-10%,2%,0%,0%,0%,3,19%
